Assay outcomes deposited in PubChem BioAssay by several laboratories.
PKA-R1A act – PKA-R1A complex activation. PKA-R1A dissociation, Cy5-IP20 fluorescence polarization; scaled: DMSO 0%, 113 µM cGMP 100%. activation, % at 11.4 µM. P00514+P68181. 0.083% of 340,000 active;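 active = percent activation above the mean of all tested compounds plus 3 SD, cut at about 19% in these data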;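 note: higher means more PKAc released from R1A so a rise in polarization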
HTR5A ag – activates human HTR5A in OPRM1-OPRD1 agonist counter-screen; P47898; HTR5A agonist assay, luminescence, cell-based; activation, % at 9.3 µM; 0.61% of 340,000 active; AID 504692; in the data active = activation mostly above about 9.5%, no sharp cut-off; inactive = mostly below about 7.6%;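 note: 0% = cells with vehicle only and 100% = reference agonist; strong numbers were not always called active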
V-ATPase pH – yeast V-ATPase proton transport regulation by pHLuorin. S. cerevisiae, pHLuorin cytosolic pH fluorescence. response, % at 10 µM. 0.37% of 350,000 active. AID 504577; in the data active = response mostly above about 7.3%, no sharp cut-off; inactive = mostly below about 5.4%; note: actives read high; inactives centre near 0; some compounds called inactive have numbers as strong as hits; reference of the scale not given here
DAGLB inhibitor – diacylglycerol lipase beta (human) inhibition; Q8NCG7; HEK293T DAGLB membrane lysate, EnzChek fluorogenic substrate; inhibition, % at 5.17 µM; 0.059% of 340,000 active; AID 504411; in the data active = inhibition above about 34%;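 note: 0% = enzyme with vehicle and 100% = wells lacking enzyme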
Target sequence (Q8NCG7 whole entry, looked up): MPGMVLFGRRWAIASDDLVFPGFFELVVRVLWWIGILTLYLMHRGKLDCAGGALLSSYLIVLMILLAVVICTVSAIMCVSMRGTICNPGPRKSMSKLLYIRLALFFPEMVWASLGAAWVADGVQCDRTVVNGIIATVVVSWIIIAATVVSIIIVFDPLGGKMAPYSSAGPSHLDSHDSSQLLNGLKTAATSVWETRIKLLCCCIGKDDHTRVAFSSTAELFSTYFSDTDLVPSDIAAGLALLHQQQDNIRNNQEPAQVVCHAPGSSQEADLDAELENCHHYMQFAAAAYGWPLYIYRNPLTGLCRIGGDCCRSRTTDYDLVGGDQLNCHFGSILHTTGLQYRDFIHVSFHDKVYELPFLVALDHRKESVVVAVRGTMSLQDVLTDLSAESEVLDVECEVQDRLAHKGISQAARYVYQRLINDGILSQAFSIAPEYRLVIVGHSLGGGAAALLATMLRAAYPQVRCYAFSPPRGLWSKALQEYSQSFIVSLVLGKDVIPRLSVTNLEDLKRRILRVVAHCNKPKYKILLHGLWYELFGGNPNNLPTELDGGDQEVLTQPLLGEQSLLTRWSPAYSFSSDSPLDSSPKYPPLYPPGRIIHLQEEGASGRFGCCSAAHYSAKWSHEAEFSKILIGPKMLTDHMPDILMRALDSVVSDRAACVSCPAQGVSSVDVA
Arrestin-AP2 inh – inhibitors of human beta-arrestin and AP2 interaction | 0.31% of 340,000 active | FITC-arrestin peptide / GST-AP2 beads, flow cytometry; AP2 beta2 appendage carries R879A mutation | inhibition, % at 10 µM | AID 504490;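 active = inhibition above a set limit, near 3 SD of compounds lacking own fluorescence, cut at about 54% in these data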;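 note: plate controls were DMSO wells for no effect and 5 µM unlabelled arrestin peptide for full effect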
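Material – AP2 appendage R879A on GSH beads · Buffer or medium – PBS with 0.05% Tween 20 and 0.1% BSA · Probe or stimulus – fluorescein-tagged arrestin peptide at 50 nM final · Incubation – compound with beads 12 min RT, then probe 1 h RT · Detection – high-throughput flow cytometry of beads, ex 488, em 535 nm · Evaluation – percent response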
OPRM1-OPRD1 inv – inverse agonist of human OPRM1-OPRD1 heterodimerization. inhibition, % at 9.3 µM. cell-based MOR-DOR heterodimer luminescence, inverse agonism. 0.21% of 340,000 active. AID 504357. P35372+P41143; in the data active = inhibition above about 22%, passing the limit was not always enough;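 note: 0% = cells with DMSO and 100% = wells without cells with DMSO; values of inactives mirror those of a sister screen read the other way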
MOR-DOR ag – OPRM1-OPRD1 heterodimerization agonism; 0.3% of 340,000 active; P35372+P41143; cells, luminescence; activation, % at 9.3 µM; AID 504326; in the data active = activation above about 18%;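 note: 0% = vehicle-treated cells and 100% = reference agonist; values of inactives mirror those of a sister screen read the other way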
HTR5A inv ag – HTR5A inverse agonism, opioid heterodimer counter-screen | P47898 | HTR5A cell line, luminescence | inhibition, % at 9.3 µM | 0.083% of 340,000 active | AID 504634; in the data active = inhibition mostly above about 23%, no sharp cut-off; inactive = mostly below about 18%;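 note: 0% = cells with DMSO and 100% = no-cell wells with DMSO; some compounds called inactive have numbers as strong as hits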
Pemphigus Ab inh – inhibitors of pemphigus antibody binding to human desmoglein-3; P32926; 0.48% of 310,000 active; binding (percent of control), % at 10 µM; DSG3-coupled beads, scFv-anti-DSG3-GFP binding, flow cytometry; hits give low values;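 active = binding more than 3 SD below its plate's average and above zero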;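 note: hits lower antibody fragment binding to DSG3; some compounds called inactive have numbers as strong as hits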
PKA-R2B act – activators of human PKA-R2B complex. P22694+P31323. PKA-R2B holoenzyme dissociation, Cy5-IP20 fluorescence polarization; R2B truncated from residue 108, S112A mutant; 0% DMSO only, 100% 113 µM cGMP. 0.079% of 340,000 active. activation, % at 11.4 µM;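 active = activation above a cutoff set at the mean over all compounds plus 3 SD, cut at about 18% in these data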;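 note: higher means more holoenzyme dissociation and a rise in polarization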
* marks the source's active call; other numbers are inactive results; · = no result given. Compounds were not picked by outcome. About 2.4% of those tested had a hit in this group.

SMILES	PKA-R1A act	HTR5A ag	V-ATPase pH	DAGLB inhibitor	Arrestin-AP2 inh	OPRM1-OPRD1 inv	MOR-DOR ag	HTR5A inv ag	Pemphigus Ab inh	PKA-R2B act
O=C(CN1CCN(S(=O)(=O)c2ccccc2)CC1)Nc1ccccc1C(=O)c1ccccc1	-8	2	2	0	1	13	-2.4	5	111	3
CCN(CC)CCCNC(CC(=O)Nc1cccc([N+](=O)[O-])c1)C(=O)O (stereo not drawn)	-4	4	9	1	-5	12	-2.3	0	125	-7
COc1cc(C2C(C(=O)c3ccc(C)o3)=C(O)C(=O)N2c2cc(C)on2)cc(OC)c1OC (stereo not drawn)	2	-4	1	2	-4	1	-0.2	12	98	-1
CCOC(=O)C1CCN(C(=O)C(CCSC)NC(=O)COc2ccccc2)CC1 (stereo not drawn)	1	15	0	-1	-4	18	-4.4	-38	·	9
CCCc1cc(=O)[nH]c2nnc(SCC(=O)NC3CCCCC3)n12	2	5	-1	-4	35	6	-1.1	0	96	5
Cc1cc(C(=O)CN2CCC(C)CC2)c(C)n1-c1ccccc1F	1	0	0	-1	-4	14	-2.8	-21	105	-5
COC(=O)NCCOc1cc(C)ccc1C	4	5	7	0	-4	12	-2.2	-12	103	3
O=C(O)c1ccccc1-c1ccccc1C(=O)Nc1ccc2c(c1)oc(=O)c1ccccc12	3	·	2	11	·	·	·	·	105	-1
Cc1c(C=O)c2ccccn2c1C(=O)c1ccncc1	-7	5	-4	-3	0	8	-1.4	-3	101	0
COC1(OC)N=C(N)C2(C#N)C(c3ccc(C)cc3)C12C#N (stereo not drawn)	4	-1	2	5	7	-1	0.1	-44	109	-2
O=C(CNS(=O)(=O)c1ccc(Cl)c(C(F)(F)F)c1)NC1CCCCC1	1	9	0	-2	32	-1	0.3	-18	107	-3
CCCc1cc2c(cc1N(C)S(=O)(=O)c1ccccc1)OCO2	-9	2	0	-5	-7	6	-1.1	-8	·	-8
COc1ccc2c(c1)c(C(=O)N/N=C/c1ccc(O)c(O)c1)c(C)n2C	5	-5	0	4	-3	8	-1.5	12	96	3
CCC(C)Sc1ccc(-c2nc3ccc(C)cn3c2NCc2ccccc2)cc1OC (stereo not drawn)	-7	11*	-2	-19	2	-46	8.2	-33	104	-4
CCOc1ccc(NC(=O)c2ccc(OC)cc2)cc1	-1	-3	-1	-1	8	-1	0.1	8	103	2
O=C(CSc1ccsc1[N+](=O)[O-])N1CCN(c2ccc(Cl)cc2)CC1	2	-2	4	2	7	0	-0.1	-21	84	0
CCOc1ccc(N2C(=O)CC(Sc3ncccn3)C2=O)cc1 (stereo not drawn)	-6	2	-2	-1	15	11	-1.9	-6	·	-3
Clc1ccc(OCCN2CCCCC2)cc1Cl	-1	9	-2	1	2	-7	1.1	-7	101	-3
O=C(CCN1C(=O)C2C3C=CC(C3)C2C1=O)Nc1c(F)cccc1F (stereo not drawn)	-6	1	-7	-5	9	-3	0.6	1	116	-17
CCc1ccc(NC(=O)CS(=O)CC(=O)N2CCN(c3ccccc3F)CC2)cc1 (stereo not drawn)	6	7	-2	1	24	3	-0.4	-19	·	-1
CSc1ncc(C(=O)Nc2cccc(Cl)c2C)c(C)n1	-2	-2	0	-3	3	20	-4.3	6	122	-2
O=C(N/N=C/c1ccc([N+](=O)[O-])s1)c1ccccc1	0	5	-7	0	-2	-15	3.0	-7	·	-4
O=S(=O)(NCC(c1ccco1)N1CCc2ccccc2C1)c1ccc(F)cc1 (stereo not drawn)	-8	-1	0	-5	0	-26	5.0	2	105	-1
C[C@H](NC(=O)[C@@H]1CSC2c3ccccc3C(=O)N21)C(=O)NCCc1ccc(F)cc1 (stereo partly drawn)	1	-1	1	0	6	6	-1.1	5	100	-12
Cc1cccc(NC(=O)Cn2cc(C(=O)C3CC3)c3ccccc32)c1	5	-1	2	-21	8	-3	0.5	4	100	6
COc1ccc(-c2nc3ccccn3c2Cl)cc1	1	3	1	-5	1	9	-1.5	-10	91	-10
Cc1sc(NC(=O)Cn2nc(C(F)(F)F)cc2C)c(C(=O)OC(C)C)c1C	-6	-3	7	-2	-14	8	-1.5	6	105	-8
Cc1ccc(S(=O)(=O)NC(C)C(=O)OCC(=O)Nc2sccc2C(N)=O)cc1 (stereo not drawn)	10	·	0	0	·	·	·	·	100	3
CCCCCC(=O)N1C[C@H](n2cc(-c3ccc(F)cc3)nn2)[C@@H](O)C[C@@H]1c1ccc(OC)cc1	5	·	1	-4	·	·	·	·	102	7
Nc1nc(CN2CCN(Cc3ccccc3)CC2)nc(Nc2ccc3c(c2)OCCO3)n1	-3	10	3	3	5	3	-0.5	-32	111	7
C=CCN(c1ccccc1)S(=O)(=O)c1cccc2cccnc12	-9	3	3	1	1	8	-1.5	9	107	0
COc1ccc(NC(=O)COc2cccc3c2CCN(C)C3=O)c(OC)c1	-5	0	3	2	-2	17	-3.1	10	105	-5
CC1CC(C)CN(C(=O)Cn2c(=O)oc3cc(S(=O)(=O)N4CCCC4)ccc32)C1 (stereo not drawn)	2	-2	0	-3	-2	11	-1.9	13	94	-1
O=C1CC(NS(=O)(=O)c2ccccc2)CN1c1ccc2c(c1)OCCO2 (stereo not drawn)	-12	-1	3	1	-5	18	-2.8	3	105	1
COc1ccc(CCNC(=S)N2CCN(S(=O)(=O)c3ccc(Cl)cc3)CC2)cc1	-7	2	5	0	-8	-18	3.4	3	106	6
CCCOc1ccccc1C(=O)N(Cc1cccs1)C1CCS(=O)(=O)C1 (stereo not drawn)	-6	-5	-1	0	13	11	-2.6	4	·	-3
COc1ccc(/C=N\N=C2/SC(CC(=O)O)C(=O)N2c2ccc(O)cc2)cc1OC (stereo not drawn)	-9	0	0	1	-6	-6	1.2	5	99	-10
O=C(CSc1nnc(-c2ccccc2)n1-c1ccccc1)c1ccc[nH]1	-4	2	0	-3	10	4	-0.7	-7	99	0
CC(C)c1ccc(N(C(=O)c2csnn2)C(C(=O)NC(C)(C)C)c2ccncc2)cc1 (stereo not drawn)	5	-5	-2	-2	5	-5	0.8	-7	103	7
CN1CCN(S(=O)(=O)c2ccc(N3CCN(S(=O)(=O)c4cccs4)CC3)nc2)CC1	4	3	-1	-2	-18	2	-0.4	1	113	2
CN(C)S(=O)(=O)c1cccc2c1C(=O)c1ccccc1C2=O	4	-4	0	-5	-6	-20	3.3	10	96	9
Cc1nn(C)c(C)c1NC(=O)CSc1nc(-c2ccccc2F)nc2c1cnn2-c1ccccc1	-2	-1	0	0	1	14	-2.8	-12	97	-5
CCCN1CCN(C(=O)C(C)n2nc(C)c3sc4ccccc4c3c2=O)CC1 (stereo not drawn)	2	-1	-2	0	2	8	-1.5	12	·	4
Cc1ccc(NC(=O)Cc2c(Cl)cccc2Cl)cc1S(=O)(=O)N(C)C	-4	4	-2	-1	2	-6	1.3	-13	·	2
C[N+](C)(C)CCN(Cc1ccc(Cl)cc1)c1ccccn1	-7	-4	3	-2	6	2	-0.3	7	102	2
Cc1ccc2cc(C#N)c(N3CCCN(C(=O)C4CCCO4)CC3)nc2c1C (stereo not drawn)	17	2	-3	-2	26	16	-3.0	-5	99	3
COc1cccc(NC(=O)CCNS(=O)(=O)c2ccc(Br)s2)c1	-2	0	3	-2	4	5	-0.8	-5	·	-3
Cc1ccc(Nc2nc(N)nc(CN3CCN(Cc4ccccc4)CC3)n2)cc1Cl	2	5	3	0	13	12	-2.2	-35	124	-1
COc1ccccc1CNC(=O)COc1cc2c(c3oc(=O)cc(C)c13)CCC(C)(C)O2	0	0	3	-23	1	5	-0.9	-12	106	-4
COCOc1ccc(-c2cc(=O)c3c(O)cc(OCOC)cc3o2)cc1	5	3	1	0	9	4	-0.7	-44	98	5
Cc1ccc(S(=O)(=O)NCc2c(-c3ccccc3)c3cc(Cl)ccc3[nH]c2=O)cc1	11	-4	0	1	-3	10	-1.9	14	102	-10
Cc1cccc(Oc2ncc(-c3ccc(Cl)cc3)cn2)c1C	-2	2	1	-4	0	-12	2.9	-5	85	-1
C/C(=N\N=C(N)N)c1cccc([N+](=O)[O-])c1	13	-2	8	0	23	-6	1.2	-19	98	-2
S=c1[nH]nc(C(c2ccccc2)C2CCCCC2)o1 (stereo not drawn)	-6	0	2	13	-6	12	-2.3	12	91	1

Of the compounds above, 7 contain an aryl thioether with sulfur outside any ring.
SMILES	PKA-R1A act	HTR5A ag	V-ATPase pH	DAGLB inhibitor	Arrestin-AP2 inh	OPRM1-OPRD1 inv	MOR-DOR ag	HTR5A inv ag	Pemphigus Ab inh	PKA-R2B act
CCCc1cc(=O)[nH]c2nnc(SCC(=O)NC3CCCCC3)n12	2	5	-1	-4	35	6	-1.1	0	96	5
CCC(C)Sc1ccc(-c2nc3ccc(C)cn3c2NCc2ccccc2)cc1OC (stereo not drawn)	-7	11*	-2	-19	2	-46	8.2	-33	104	-4
O=C(CSc1ccsc1[N+](=O)[O-])N1CCN(c2ccc(Cl)cc2)CC1	2	-2	4	2	7	0	-0.1	-21	84	0
CCOc1ccc(N2C(=O)CC(Sc3ncccn3)C2=O)cc1 (stereo not drawn)	-6	2	-2	-1	15	11	-1.9	-6	·	-3
CSc1ncc(C(=O)Nc2cccc(Cl)c2C)c(C)n1	-2	-2	0	-3	3	20	-4.3	6	122	-2
O=C(CSc1nnc(-c2ccccc2)n1-c1ccccc1)c1ccc[nH]1	-4	2	0	-3	10	4	-0.7	-7	99	0
Cc1nn(C)c(C)c1NC(=O)CSc1nc(-c2ccccc2F)nc2c1cnn2-c1ccccc1	-2	-1	0	0	1	14	-2.8	-12	97	-5
